# Source: PubChem BioAssay
# LGR2 inh – inhibitors of bursicon-induced Drosophila LGR2 receptor cAMP signaling. HEK293 LGR2, CRE-luciferase, bursicon-stimulated, 4 h. 380,000 tested, 0.35% active. inhibition, % at 9.99 µM;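 active means drop in luminescence signal, shown as inhibition above about 50% in the replicate tests, limit read from the data, passing the limit was not always enough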;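 further: agonist challenge used bursicon conditioned medium at about half maximal strength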
# miR122 inh – miR-122 inhibition in Huh7 cells; Huh7 miR-122 Renilla luciferase sensor, 48 h; neutral wells = 0, positive control = 100; activation (reporter increase), % at 12.5 µM; 340,000 tested, 0.3% active; AID 602342;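 active means mean replicate activation score at least 90 and every replicate individually at or above 90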;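 further: higher luciferase means less miR-122 activity so hits act as miR-122 inhibitors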
# PAX8 reporter – PAX8 transcriptional activity inhibition. RMG-I TPO-luciferase reporter, SteadyGlo, 24 h. 360,000 tested, 1.2% active. inhibition, % at 12.6 µM. AID 652154;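 active means mean replicate inhibition at least 60% with every replicate also reaching 60%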;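 further: luciferase light reporting Pax8 driven TPO promoter activity; plate controls were median of neutral control wells for no effect and mitoxantrone controls for full effect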
# CASP6 VEID inh – blocks human caspase-6 cleavage activity; purified caspase-6, Z-VEID-R110 cleavage fluorescence; 350,000 tested, 0.53% active; AID 686996; inhibition, % at 12.5 µM; P55212;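 active means mean inhibition across replicates at least about 35%, with every replicate also reaching that limit, limit read from the data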;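 further: 0% = median of neutral control wells and 100% = no fluorescence left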
# Target sequence (P55212 24-179 limits assumed): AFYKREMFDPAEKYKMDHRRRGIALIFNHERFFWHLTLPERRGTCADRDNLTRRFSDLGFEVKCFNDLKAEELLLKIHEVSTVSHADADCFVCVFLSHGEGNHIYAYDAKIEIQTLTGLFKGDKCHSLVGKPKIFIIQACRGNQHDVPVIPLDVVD
# Target sequence (P55212 194-293 limits assumed): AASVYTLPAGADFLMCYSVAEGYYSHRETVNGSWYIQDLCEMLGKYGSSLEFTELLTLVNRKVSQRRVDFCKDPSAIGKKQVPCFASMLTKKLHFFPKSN
# EWS-Fli inh – blocks EWS/Fli oncoprotein-driven transcription | A673 NR0B1-luciferase reporter, viability-normalised | inhibition, % at 12.6 µM | 350,000 tested, 0.67% active;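 active means mean inhibition of at least 50% after viability correction, with every replicate also passing that limit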;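 further: firefly luciferase signal divided by Alamar Blue viability fluorescence both relative to DMSO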
# PGC1a acetyl inh – lowers PGC1a acetylation signal in U2OS cells; AlphaScreen anti-acetyl-lysine; with virally co-expressed GCN5 acetyltransferase; inhibition, % at 15.6 µM; 350,000 tested, 0.17% active; AID 651687;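 active means every replicate shows inhibition of at least 40%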;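 further: 0% = neutral control wells and 100% = positive control wells; some results beyond the cut were filed as inactive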
# Cneo AK release – causes C. neoformans cell lysis; lysis activity, % at 15 µM; 360,000 tested, 0.2% active; AID 651654; adenylate kinase release luminescence, 4 h; normalised: neutral wells 0, clomiphene wells 100;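 active means mean lysis activity across replicates of at least 80%, whatever share of replicates individually reach that level; inactive means mean lysis activity below 80%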
#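 Test system: log-phase Cryptococcus neoformans yeast cells. Input: 5 × 10^6 yeast cells/mL. Medium: fresh YPD growth medium. Doses: single dose. Incubation: static 4 h at 37 °C with compound, 1 h detection. Measured by: luminescent adenylate kinase detection reagent. Read-out: signal increase indicating cell lysis. Benchmarks: Clomiphene.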
# FN deposition inh – fibronectin deposition inhibition | inhibition, % at 12.6 µM | AH1F fibroblasts, Alexa488-fibronectin deposition fluorescence, overnight | 350,000 tested, 0.086% active | AID 743247;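 active means mean inhibition across replicates of 30% or more, regardless of how many single replicates reach that level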;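 further: positive control wells lacked labelled fibronectin entirely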
#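 Assay system: AH1F fibroblasts assembling fluorescent fibronectin matrix; Amount: 10000 AH1F cells per well; Buffer or medium: DMEM, 2% serum; Probe or stimulus: Alexa488-fibronectin, 24 nM final in well; Doses: single compound dose, delivered by pin transfer; Incubation: 1 h adhesion, overnight exposure; Measured by: fluorescence 485/525 nm; Read-out: fibronectin deposition inhibition.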
# An asterisk follows results filed as active; x = no result given; [ ] = another dose, or the depositor's remark.
SMILES,PAX8 reporter,CASP6 VEID inh,LGR2 inh,EWS-Fli inh,Cneo AK release,FN deposition inh,miR122 inh,PGC1a acetyl inh
CCOc1ccc(-n2c(N)c(C(=O)NCC3CCCO3)sc2=S)cc1 (centres undefined),-4,x,x,x,-1,16,0,4
O=C1C=Cc2ccccc2/C1=C/c1[nH]c(=O)[nH]c1O,32,-6,3,18,-1,-6,x,x
Clc1cccc(Cc2c(C3CCCCC3)nc3c4ccccc4ccn23)c1,-7,-3,-50,-52,x,-8,x,x
CCCCC/C=C\C/C=C\C/C=C\CCCCC(=O)O,5,40*,x,4,-2,-12,-2,-12
Cc1ccc(-c2nc(CS(=O)CC(=O)NC3CC3)c(C)o2)cc1 (centres undefined),7,4,-2,x,0,-10,-6,-2
C[C@H]1CN([C@@H](C)CO)C(=O)c2cccc(NS(=O)(=O)c3ccc(F)cc3)c2O[C@H]1CN(C)C(=O)Nc1cccc2ccccc12,x,3,1,7,0,3,19[16.7 µM],-2
CC(=O)Nc1ccc(S(=O)(=O)NCc2ccc(C(=O)N3CCOCC3)cc2)cc1,-8,3,4,-3,-2,4,-2,0
Cc1cc(OCC(=O)N2CCC(O)(c3ccc(Cl)cc3)CC2)c2c(C)cc(=O)oc2c1,19,-2,1,x,-1,-5,0,6
O=C(CCC(=O)N1CCN(c2ccccn2)CC1)c1ccc(Cl)s1,-3,1,-9,1,-1,1,10,9
C[C@@H]1CN([C@@H](C)CO)C(=O)Cc2cc(NC(=O)Cc3cn(C)c4ccccc34)ccc2O[C@H]1CN(C)S(=O)(=O)c1cccs1,0,-3,22,-2,-3,2,-10[16.7 µM],0
COc1cccc(NC(=O)N[C@@H]2C=C[C@H](CC(=O)NCc3ccncn3)O[C@H]2CO)c1,7,1,6,-2,1,1,-5[16.7 µM],14
NC(=O)CNC(=O)[C@@H]1CC2(CC(c3ccc(Cl)cc3)=NO2)CN1C(=O)c1ccccc1 (some centres undefined),-16,3,8,3,4,-7,-6,x
Cc1ccc(O)c(CNc2ccc(S(=O)(=O)Nc3nccs3)cc2)c1,-11,2,1,12,2,8,12,0
COC(C(=O)Nc1ccc(C(C)=O)cc1)c1ccccc1 (centres undefined),-6,-1,-15,-6,x,10,x,x
Cc1noc(C)c1NC(=O)NCC[C@@H]1CC[C@@H](NC(=O)c2ccc(F)cc2)[C@@H](CO)O1,-4,1,9,1,-11,7,x,-6
COc1ccc(CN(C)C[C@@H]2Oc3ccc(NC(=O)C4CC4)cc3CC(=O)N([C@@H](C)CO)C[C@H]2C)cc1,-10,-1,0,25,x,x,x,2
CCC(=O)N1CCC(C)(C(=O)Nc2ccc3c(c2)OCCO3)C1 (centres undefined),-1,1,-11,-2,0,-2,-2,15
C[C@@H]1CN([C@H](C)CO)C(=O)c2cc(NC(=O)Nc3cccc4ccccc34)ccc2O[C@H]1CN(C)C(=O)Nc1ccc2c(c1)OCO2,19,-3,-14,-6,-1,x,0[16.7 µM],-1
COCCCNC(=O)c1ccc(NC(C)=O)cc1,-2,3,-4,7,x,x,x,1
CCCNC(=O)N1CC2(CN(Cc3nccs3)C2)c2c([nH]c3cc(OC)ccc23)[C@@H]1CO,x,0,-5,-2,x,x,x,-2
Cc1ccccc1NC(=O)NC1CCCCC1C (centres undefined),3,2,8,9,x,-7,x,x
Cn1c(=O)[nH]c(=O)c2c1nc(SCC(O)CO)n2Cc1ccccc1Cl (centres undefined),x,2,-1,x,x,x,-9,-7
Cc1cccc(NS(=O)(=O)c2cc(Cl)ccc2Cl)n1,21,-1,3,9,-2,2,75,x
CC(=O)c1cccc(NC(=O)C2CCCN(S(C)(=O)=O)C2)c1 (centres undefined),x,-1,-7,2,7,x,-3,-10
Cc1cccc(OCC(=O)N2CCC3(CC2)CC(=O)c2ccccc2O3)c1,-15,7,4,-6,0,3,x,-15
CCN(C(=O)COC(=O)CCc1ccc(OC)cc1)c1c(N)n(Cc2ccccc2)c(=O)[nH]c1=O,-55,-3,14,-1,-1,9,-5,-4
CC(C)C#Cc1ccc([C@H]2[C@H]3CN(C(=O)Cc4ccccc4)CC(=O)N3[C@H]2CO)cc1,x,4,-3,-9,x,3,x,11
CSC(=NCc1ccc(F)cc1)NS(=O)(=O)c1cccs1,11,3,16,4,x,-10,x,x
C[C@@H]1CN([C@@H](C)CO)C(=O)c2cccc(NS(C)(=O)=O)c2O[C@H]1CN(C)C(=O)Nc1ccc2c(c1)OCO2,x,1,5,-5,-6,x,-3[16.7 µM],13
CCOC(=O)C1CCCN(C(=O)c2cc(F)ccc2C)CC1 (centres undefined),-12,-1,13,-8,4,x,-4,4

# Retrieved one by one from the entries so far (two):
SMILES,PAX8 reporter,CASP6 VEID inh,LGR2 inh,EWS-Fli inh,Cneo AK release,FN deposition inh,miR122 inh,PGC1a acetyl inh
Cc1cccc(NS(=O)(=O)c2cc(Cl)ccc2Cl)n1,21,-1,3,9,-2,2,75,x
C[C@H]1CN([C@@H](C)CO)C(=O)c2cccc(NS(=O)(=O)c3ccc(F)cc3)c2O[C@H]1CN(C)C(=O)Nc1cccc2ccccc12,x,3,1,7,0,3,19[16.7 µM],-2

# (more compounds)
SMILES,PAX8 reporter,CASP6 VEID inh,LGR2 inh,EWS-Fli inh,Cneo AK release,FN deposition inh,miR122 inh,PGC1a acetyl inh
Cc1noc(C)c1NC(=O)Nc1ccc2c(c1)C(=O)N([C@@H](C)CO)C[C@@H](C)[C@@H](CN(C)Cc1ccccc1)O2,9,2,-13,-7,-1,x,-4[16.7 µM],x
Cc1ccc(S(=O)(=O)N(C)C[C@H]2Oc3ccc(NC(=O)CCCCCC(=O)Nc4ccccc4N)cc3CC(=O)N([C@H](C)CO)C[C@@H]2C)cc1,18,1,-3,24,-1,x,-4[16.7 µM],9
Cc1cc(NC(=O)Cn2cnc3c(nnn3-c3ccc(C)c(Cl)c3)c2=O)no1,19,-2,-6,9,x,-3,x,0
CCC(C)NC(=O)/C=C/c1cccs1 (centres undefined),23,-3,x,-4,x,-8,x,x
O=C(C1CCOCC1)N1CC(=O)N2[C@@H](CO)[C@H](c3ccc(-c4cccnc4)cc3)[C@@H]2C1,x,2,-18,2,x,1,x,1
COc1ccc(NC(=O)Nc2ccccc2SC)cc1OC,-44,1,-35,-41,x,x,x,x
CCc1ccc(-c2cc(C(=O)NN3CCN(C)CC3)c3ccccc3n2)cc1,7,x,-21,x,1,-2,-4,3
CC1=C(N2CCN(c3ncccn3)CC2)CCC1=O,-9,0,-3,-6,2,6,x,x
CC(=O)N(C)C[C@@H]1Oc2ncc(C#CC(C)(C)O)cc2C(=O)N([C@@H](C)CO)C[C@@H]1C,x,4,-2,-19,-10,-3,-1[16.7 µM],8
COc1ccc(S(=O)(=O)N(C)C[C@H]2OCCCC[C@H](C)Oc3ccc(NC(=O)CCC(F)(F)F)cc3C(=O)N([C@@H](C)CO)C[C@@H]2C)cc1,-42,1,-13,1,-2,x,-6[16.7 µM],-9
CCCc1cc(N2CCOCC2)n2ncc(-c3ccccc3)c2n1,-61,-1,-12,-34,-1,-9,x,-8
CC1CC(C)(C)NC(=S)S1 (centres undefined),6,x,x,x,3,-4,-6,13
COc1ccccc1N(CC(=O)NCc1ccccc1)C(=O)CCC(=O)Nc1nccs1,10,2,-18,0,2,-3,-6,13
CN(C)C(=O)C[C@@H]1C[C@@H]2c3cc(NC(=O)Nc4ccc(C(F)(F)F)cc4)ccc3O[C@@H]2[C@@H](CO)O1,x,1,-6,2,10,-8,12[16.7 µM],1
O=C(CN1CCCCCC1)Nc1ccc(Br)cn1,-3,-2,8,6,1,-2,10,4
O=C(c1cc(C2CC2)nn1-c1ccccc1)N1CCN(c2ncc(C(F)(F)F)cc2Cl)CC1,-2,-1,11,-7,0,-10,-2,0
COCCN1C=C(C(=O)OC)C(c2ccccc2C(F)(F)F)C(C(=O)OC)=C1,x,-2,0,x,-2,x,9,-1
O=C(CC1Sc2ccccc2NC1=O)NNC(=O)Nc1ccc(Cl)cc1 (centres undefined),19,-1,3,8,1,5,x,2
CCCCc1ccc(NC(=O)COc2ccc(C(=O)Nc3ccccc3OC)cc2)cc1,9,-7,0,-4,x,3,x,x
C[C@@H]1CN([C@H](C)CO)S(=O)(=O)c2ccc(-c3ccccc3)cc2O[C@@H]1CN(C)Cc1cccc(F)c1,x,-2,6,15,18,-2,10[16.7 µM],5
Cc1cccc(NC(=O)CSCC(=O)N(C)CC(=O)Nc2cccc(F)c2)c1,-2,3,-7,0,0,-2,-4,3
COc1cccc(NC(=O)CN(C)C(=O)/C=C/c2cc(OC)ccc2OC)c1,-1,x,10,x,2,2,2,8

# Of the compounds above, these have an aryl methoxy group:
SMILES,PAX8 reporter,CASP6 VEID inh,LGR2 inh,EWS-Fli inh,Cneo AK release,FN deposition inh,miR122 inh,PGC1a acetyl inh
COc1cccc(NC(=O)N[C@@H]2C=C[C@H](CC(=O)NCc3ccncn3)O[C@H]2CO)c1,7,1,6,-2,1,1,-5[16.7 µM],14
COc1ccc(CN(C)C[C@@H]2Oc3ccc(NC(=O)C4CC4)cc3CC(=O)N([C@@H](C)CO)C[C@H]2C)cc1,-10,-1,0,25,x,x,x,2
CCCNC(=O)N1CC2(CN(Cc3nccs3)C2)c2c([nH]c3cc(OC)ccc23)[C@@H]1CO,x,0,-5,-2,x,x,x,-2
CCN(C(=O)COC(=O)CCc1ccc(OC)cc1)c1c(N)n(Cc2ccccc2)c(=O)[nH]c1=O,-55,-3,14,-1,-1,9,-5,-4
COc1ccc(NC(=O)Nc2ccccc2SC)cc1OC,-44,1,-35,-41,x,x,x,x
COc1ccc(S(=O)(=O)N(C)C[C@H]2OCCCC[C@H](C)Oc3ccc(NC(=O)CCC(F)(F)F)cc3C(=O)N([C@@H](C)CO)C[C@@H]2C)cc1,-42,1,-13,1,-2,x,-6[16.7 µM],-9
COc1ccccc1N(CC(=O)NCc1ccccc1)C(=O)CCC(=O)Nc1nccs1,10,2,-18,0,2,-3,-6,13
CCCCc1ccc(NC(=O)COc2ccc(C(=O)Nc3ccccc3OC)cc2)cc1,9,-7,0,-4,x,3,x,x
COc1cccc(NC(=O)CN(C)C(=O)/C=C/c2cc(OC)ccc2OC)c1,-1,x,10,x,2,2,2,8

# Compounds were not picked by outcome (roughly 2.5% active in at least one column).
